Assay outcomes deposited in PubChem by several laboratories.
HT1080 cytotoxicity – cytotoxicity in HT1080 fibrosarcoma cells, cell-based, fluorescence readout (AID 620). HT1080 viability, fluorescence; higher % means a stronger effect. cytotoxicity, % at 10 µM; hits with a dose series show EC50 in µM. 0.42% of 87,000 active; in the data active means cytotoxicity above about 50%;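 further: cells exposed to compound overnight then 4 h with Alamar Blue; 0% = vehicle DMSO and 100% = killing control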
Spn PMK inh – blocks S. pneumoniae phosphomevalonate kinase; inhibition, % at 10 µM; purified PMK, PK/LDH-coupled NADH absorbance 340 nm; 0.49% of 65,000 active;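 active means top-ranked compounds by inhibition in the single 10 µM screen, taking a fixed number of the strongest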;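 further: 0% = full reaction with DMSO carrier and 100% = background rate without enzyme reaction; no value below 0 was filed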
LYP phosphatase – inhibition of human PTPN22 tyrosine phosphatase – biochemical, DiFMUP fluorescence, recombinant catalytic domain, 10 µM, primary screen (AID 606); recombinant LYP catalytic domain, DiFMUP fluorescence; higher % means a stronger effect; one-dose inhibition, % at 10 µM; IC50 in µM for titrated hits; 52,000 tested, under 10 active;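 active means IC50 under 40 µM in the dose-response test; inactive means IC50 of 40 µM or more, or never dose-tested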
Alkaline phosphatase – inhibition of tissue-nonspecific alkaline phosphatase – biochemical, luminescent (AID 518); purified TNAP enzyme, luminescent substrate readout; higher % means a stronger effect; inhibition, % at 20 µM, or IC50 in µM where a hit was titrated; 0.09% of 64,000 active; in the data active means a potency from the dose series; inactive means the rest, 99 in 100 with inhibition below about 22%;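 further: plate controls were vehicle for no effect and reference inhibitor for full effect; many of its hits are not listed in these tables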
Spn MK inh – inhibitors of Streptococcus pneumoniae mevalonate kinase; purified MK, PK/LDH-coupled NADH absorbance 340 nm; inhibition, % at 10 µM; 0.48% of 65,000 active; AID 555;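 active means ranked among the strongest by inhibition in the single 10 µM screen, a fixed top-ranked set picked for dose follow-up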; further: no value below 0 was filed
Bfl-1 inhibitors – Bfl-1 inhibitors, primary screen, biochemical, fluorescence polarization, FITC-Bid, mouse (AID 432); 0.02% of 64,000 active; displacement, % at 20 µM; hits with a dose series show IC50 in µM; FITC-Bid BH3 peptide fluorescence polarization displacement; higher % means a stronger effect; in the data active means a potency from the dose series; inactive means the rest, 99 in 100 with displacement below about 15%; further: strong numbers were not always called active
DPM-DC inhibit – blocks S. pneumoniae diphosphomevalonate decarboxylase; AID 556; 0.49% of 65,000 active; calls only at 10 µM; purified DPM-DC, PK/LDH coupled NADH fluorescence;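 active means the 320 compounds with the highest percent inhibition in the single-dose primary screen, excluding strongly autofluorescent ones, cut at about 32% in these data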;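 further: kinetic rate of NADH fluorescence loss reporting ADP formed by the decarboxylase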
An asterisk follows results filed as active; i = inactive; . = no result given. A portion of the library; rates above refer to the full screens.

The opening 4 entries, to show the layout:
1: Cc1nn(-c2ccccc2)c(Cl)c1C(=O)OC(C)C(=O)Nc1ccc2c(c1)OCO2 (stereo unspecified)
2: CN(C)CCN1C(=O)C(O)=C(C(=O)c2cc3ccccc3o2)C1c1ccccn1 (stereo unspecified)
3: CCN(CC)S(=O)(=O)c1ccc(S(=O)(=O)Nc2ccc3c(c2)oc2ccccc23)cc1
4: NC(=O)CSc1nnnn1-c1ccc2c(c1)OCCO2
screen / no.,1,2,3,4
HT1080 cytotoxicity,-2.4%,-1.8%,8.7%,9.4%
LYP phosphatase,.,.,.,.
Alkaline phosphatase,.,.,.,.
Bfl-1 inhibitors,.,.,.,.
Spn MK inh,.,.,.,.
Spn PMK inh,.,.,.,.
DPM-DC inhibit,.,.,.,.

The whole of this part, from the first entry:
1: Cc1nn(-c2ccccc2)c(Cl)c1C(=O)OC(C)C(=O)Nc1ccc2c(c1)OCO2 (stereo unspecified)
2: CN(C)CCN1C(=O)C(O)=C(C(=O)c2cc3ccccc3o2)C1c1ccccn1 (stereo unspecified)
3: CCN(CC)S(=O)(=O)c1ccc(S(=O)(=O)Nc2ccc3c(c2)oc2ccccc23)cc1
4: NC(=O)CSc1nnnn1-c1ccc2c(c1)OCCO2
5: O=C(CN1CCN(c2ccccn2)CC1)NC1CCCCC1
6: CCOC(=O)C1NC(=O)CC1c1ccccc1 (stereo unspecified)
screen / no.,1,2,3,4,5,6
HT1080 cytotoxicity,-2.4%,-1.8%,8.7%,9.4%,-2.3%,-12.3%
LYP phosphatase,.,.,.,.,.,.
Alkaline phosphatase,.,.,.,.,.,.
Bfl-1 inhibitors,.,.,.,.,.,.
Spn MK inh,.,.,.,.,.,.
Spn PMK inh,.,.,.,.,.,.
DPM-DC inhibit,.,.,.,.,.,.

7: O=C(OCC(=O)c1ccc[nH]1)c1ccc(S(=O)(=O)N2CCCCCC2)cc1
8: COc1ccc(S(=O)(=O)N(C)CC(=O)N2CCN(c3ccc(F)cc3)CC2)cc1OC
9: Cc1ccc(-c2noc(CN(C(=O)C(c3ccccc3)c3ccccc3)C(C)C)n2)cc1
10: Cc1cc(/C=C(\C#N)C(=O)NCc2ccco2)c(C)n1C1CCCC1
11: NCC/C=C1/c2ccccc2CSc2ccccc21
12: COC(=O)c1c(NS(=O)(=O)Cc2ccccc2)sc2c1CCCC2
screen / no.,7,8,9,10,11,12
HT1080 cytotoxicity,-0.3%,1.7%,3.4%,-10.5%,-21.1%,-16.6%
LYP phosphatase,.,.,.,.,.,.
Alkaline phosphatase,.,.,.,.,.,.
Bfl-1 inhibitors,.,.,.,.,.,.
Spn MK inh,.,.,.,.,.,.
Spn PMK inh,.,.,.,.,.,.
DPM-DC inhibit,.,.,.,.,.,.

13: O=C(NC1CCCCCC1)c1ccc2c(=O)n3c(nc2c1)CCCCC3
14: Cc1cc(C)cc(NC(=O)CN2CCN(c3ncccn3)CC2)c1
15: COc1cccc(CNC(=O)C2CCCN(c3nn4c(=O)cc(C)nc4s3)C2)c1OC (stereo unspecified)
16: Cc1cc2ccccc2c(=O)n1CC(=O)NCC(=O)N(C)C1CCCCC1
17: Cc1cc(NC(=O)C2C3C(=O)N(CC4CCCO4)C(C(=O)NCc4ccccc4)C34C=CC2(C)O4)no1 (stereo unspecified)
18: CC(=O)c1ccc(NC(=O)CSCC(=O)Nc2ccc3ccccc3c2)cc1
screen / no.,13,14,15,16,17,18
HT1080 cytotoxicity,0.0%,-3.9%,14.4%,0.5%,5.6%,-10.1%
LYP phosphatase,.,.,.,.,.,.
Alkaline phosphatase,.,.,.,.,.,.
Bfl-1 inhibitors,.,.,.,.,.,.
Spn MK inh,.,.,.,.,.,.
Spn PMK inh,.,.,.,.,.,.
DPM-DC inhibit,.,.,.,.,.,.

19: COc1ccc(CC(NC(C)=O)C(=O)N2CCN(C(=O)Nc3cccc(Cl)c3)CC2)cc1OC (stereo unspecified)
20: Nc1nc(-c2cccs2)cs1
21: Cc1ccc(-c2nn(C)c(=O)c3ccccc23)cc1CNC(=O)Cn1nc(-c2ccccc2)c2ccccc2c1=O
22: Cc1nn(C)c(C)c1C1Nc2ccccc2C(=O)N1O (stereo unspecified)
23: Cc1cccc(N2CCN(C(=O)c3cccn4c(=O)c5c(C)c(C)sc5nc34)CC2)c1C
24: Cc1cccc(C)c1OCC(=O)N1CC2(C)CC1CC(C)(C)C2 (stereo unspecified)
screen / no.,19,20,21,22,23,24
HT1080 cytotoxicity,-4.2%,-13.3%,-9.0%,-9.8%,-8.8%,-1.9%
LYP phosphatase,.,.,.,.,.,.
Alkaline phosphatase,.,.,.,.,.,.
Bfl-1 inhibitors,.,.,.,.,.,.
Spn MK inh,.,.,.,.,.,.
Spn PMK inh,.,.,.,.,.,.
DPM-DC inhibit,.,.,.,.,.,.

25: CC(C)CC1(C(=O)NCCc2c[nH]c3ccccc23)C=CCN1C(=O)c1ccccc1 (stereo unspecified)
26: CC1CCCC(C(=O)O)N1C(=O)CCSSCCC(=O)N1C(C)CCCC1C(=O)O (stereo unspecified)
27: COc1ccc(-c2nnc(SCC(=O)NCc3cccs3)n2CC(C)C)cc1
28: N#CCSc1nc2ccc(N3CCOCC3)cc2c(=O)n1CCc1ccccc1
29: COc1cnc(NS(=O)(=O)c2ccc(N)cc2)nc1
30: NC(=O)c1cc[n+](CC2=C(C(=O)O)N3C(=O)[C@@H](NC(=O)C(c4ccccc4)S(=O)(=O)[O-])[C@H]3SC2)cc1 (stereo partly specified)
screen / no.,25,26,27,28,29,30
HT1080 cytotoxicity,-31.1%,-0.9%,-5.8%,-16.3%,-5.1%,16.8%
LYP phosphatase,.,.,.,.,16.3%,15.3%
Alkaline phosphatase,.,.,.,.,.,.
Bfl-1 inhibitors,.,.,.,.,.,.
Spn MK inh,.,.,.,.,.,.
Spn PMK inh,.,.,.,.,.,.
DPM-DC inhibit,.,.,.,.,.,.

31: COC(=O)[C@@H](N)CS
32: CC(C)NC(=O)NC(=O)COC(=O)Cc1ccsc1
33: O=S(=O)(Nc1ccc2c(c1)OCCO2)c1cccc2nsnc12
34: O=C(Nc1ccc(C(=O)N2CCOCC2)cc1)Nc1cccc(Cl)c1
35: Fc1cnc(N2CCN(c3ccccc3)CC2)nc1N1CCN(c2ccccc2)CC1
36: C=CCN1C(=O)C(C)(C)N(C(C)=O)c2ccccc21
37: Cc1noc(C)c1CSc1nnc(C)c(=O)[nH]1
screen / no.,31,32,33,34,35,36,37
HT1080 cytotoxicity,-10.0%,-3.5%,.,.,.,.,.
LYP phosphatase,15.0%,.,.,.,.,.,.
Alkaline phosphatase,.,4.8%,.,.,.,.,.
Bfl-1 inhibitors,.,-6.7%,.,.,.,.,.
Spn MK inh,.,.,0.0,4.0,5.0,7.0,45.0
Spn PMK inh,.,.,16.0,0.0,8.0,4.0,2.0
DPM-DC inhibit,.,.,i,i,i,i,i

Whole records, looked up by structure. Values in the order: HT1080 cytotoxicity | LYP phosphatase | Alkaline phosphatase | Bfl-1 inhibitors | Spn MK inh | Spn PMK inh | DPM-DC inhibit
Cc1noc(C)c1CSc1nnc(C)c(=O)[nH]1 as listed: . | . | . | . | 45.0 | 2.0 | i
Fc1cnc(N2CCN(c3ccccc3)CC2)nc1N1CCN(c2ccccc2)CC1 as listed: . | . | . | . | 5.0 | 8.0 | i
